High-throughput results (PubChem)
BH1578 lux ind: quorum light induction in luxS cqsA deficient V. cholerae | V. cholerae BH1578 lux reporter, luminescence, 6 h | activation, % at 18.7 µM | 350,000 compounds, 0.16% hits; in the data active = activation mostly above about 9.7%, no sharp cut-off; also: not every result past the cut was called active; inactives centre near 0; reference of the scale not given here
SSB-PriA inh: inhibitors of Klebsiella pneumoniae PriA binding to SSB C-terminal tail; AlphaScreen SSBct-PriA binding, biotinylated peptide; inhibition, % at 33 µM; 430,000 compounds, 0.6% hits; in the data active = inhibition mostly above about 37%, no sharp cut-off; inactive = mostly below about 20%;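 also: plate controls were negative control peptide for no effect and reference peptide for full effect; strong numbers were not always called active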
MazEF act: activators of E. coli MazEF toxin-antitoxin RNase; P0AE70; FAM/BHQ RNA-DNA oligo cleavage fluorescence, 5 h; activation, % at 20 µM; 350,000 compounds, 0.32% hits; AID 504720; in the data active = activation above about 50%
Target sequence (P0AE70 whole entry, looked up): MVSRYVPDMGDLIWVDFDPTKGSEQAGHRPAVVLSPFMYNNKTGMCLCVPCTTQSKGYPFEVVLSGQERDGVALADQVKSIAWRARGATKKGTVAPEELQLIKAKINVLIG
DUSP3 inh: blocks human VHR1 dual specificity phosphatase; P51452; recombinant VHR phosphatase, pNPP absorbance; inhibition, % at 13.3 µM; 290,000 compounds, 0.52% hits; AID 1654; in the data active = inhibition above about 50%; also: some compounds called inactive have numbers as strong as hits
Target sequence (P51452 whole entry, looked up): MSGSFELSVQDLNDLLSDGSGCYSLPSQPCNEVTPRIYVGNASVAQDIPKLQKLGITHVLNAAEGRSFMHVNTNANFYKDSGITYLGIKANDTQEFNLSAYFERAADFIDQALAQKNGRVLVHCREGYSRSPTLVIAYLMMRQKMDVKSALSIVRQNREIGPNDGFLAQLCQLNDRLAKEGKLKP
FBA Mtb inh: Mtb fructose-bisphosphate aldolase inhibition; P9WQA3; purified M. tuberculosis FBA, fluorescence read-out; inhibition, % at 1 µM; 360,000 compounds, 2.3% hits; AID 588726; in the data active = inhibition above about 27%;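 also: 0% = vehicle and 100% = reference inhibitor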
Target sequence (P9WQA3 whole entry, looked up): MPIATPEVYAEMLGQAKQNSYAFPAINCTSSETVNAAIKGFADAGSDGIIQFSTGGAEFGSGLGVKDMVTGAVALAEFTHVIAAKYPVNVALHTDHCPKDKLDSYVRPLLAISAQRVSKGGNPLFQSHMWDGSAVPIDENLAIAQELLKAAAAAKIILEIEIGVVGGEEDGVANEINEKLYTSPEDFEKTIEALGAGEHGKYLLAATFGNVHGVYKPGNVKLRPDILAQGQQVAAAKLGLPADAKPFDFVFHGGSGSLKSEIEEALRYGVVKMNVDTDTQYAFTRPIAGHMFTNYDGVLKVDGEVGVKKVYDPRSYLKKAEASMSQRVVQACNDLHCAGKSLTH
Rv3671c inh: inhibitors of M. tuberculosis serine protease Rv3671c; P9WHR9; inhibition, % at 5.96 µM; 320,000 compounds, 0.048% hits; AID 2606; in the data active = inhibition above about 38%;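 also: extracellular domain of Rv3671c used as enzyme; 0% = enzyme with DMSO and 100% = no enzyme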
Mtb UGM inh: inhibitors of M. tuberculosis UDP-galactopyranose mutase | purified UGM, fluorescence polarization probe displacement | P9WIQ1 | 320,000 compounds, 0.06% hits | inhibition, % at 10 µM | AID 504406; in the data active = inhibition above about 10%, passing the limit was not always enough
Target sequence (P9WIQ1 whole entry, looked up): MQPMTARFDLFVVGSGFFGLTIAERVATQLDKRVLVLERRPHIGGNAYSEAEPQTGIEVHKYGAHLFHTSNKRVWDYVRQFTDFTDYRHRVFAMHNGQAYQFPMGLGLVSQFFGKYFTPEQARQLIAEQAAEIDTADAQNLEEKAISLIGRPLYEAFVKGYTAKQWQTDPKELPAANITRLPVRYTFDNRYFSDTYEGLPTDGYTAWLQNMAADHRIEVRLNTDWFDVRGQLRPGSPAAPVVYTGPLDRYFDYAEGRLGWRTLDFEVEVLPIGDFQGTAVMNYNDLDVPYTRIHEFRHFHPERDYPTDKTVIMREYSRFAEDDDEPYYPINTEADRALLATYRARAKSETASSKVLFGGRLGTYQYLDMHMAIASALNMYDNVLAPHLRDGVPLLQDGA
Mtb BioA inh: BioA (M. tuberculosis) enzyme inhibition | purified M. tuberculosis BioA enzyme, plate reader | inhibition, % at 9.99 µM | 360,000 compounds, 0.096% hits | AID 602481; in the data active = inhibition above about 40%
SARS 3CLpro inh: SARS-CoV 3CLpro protease inhibition. P0C6X7. recombinant SARS-CoV 3CLpro, quenched FRET peptide cleavage. inhibition, % at 6 µM. 290,000 compounds, 0.14% hits. AID 1706; in the data active = inhibition above about 12%
GDH-TPI counter: inhibits GDH-TPI coupling enzymes, artifact for Mtb FBA screen | GDH-TPI coupled enzyme counterscreen, NADH absorbance | inhibition, % at 4.8 µM | 360,000 compounds, 1.2% hits; in the data active = inhibition above about 30%;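 also: 0% = DMSO wells and 100% = wells lacking the enzyme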
* marks the source's active call; other numbers are inactive results; i = inactive; / = not tested or not shown; & = joins results of further samples.

SMILES	BH1578 lux ind	SSB-PriA inh	MazEF act	DUSP3 inh	FBA Mtb inh	Rv3671c inh	Mtb UGM inh	Mtb BioA inh	SARS 3CLpro inh	GDH-TPI counter
CNC[C@H]1Oc2c(NC(=O)C3CCCCC3)cccc2C(=O)N([C@H](C)CO)C[C@@H]1C	-1.0	-6	0	/	5	-1	-4.6	-1.6&-0.9	/	10
COc1ccc(C(=O)NCCCC2CCCC2)cc1OC1CCN(C(C)C)CC1	i	/	16	/	-1	/	/	3.4	/	7
CSc1ccc(Cl)c(C(=O)Nc2nccs2)c1	-0.3	-14	-17	9	-1	0	3.5	/	8	-10
O=C(NC1CCCC1)C1CCCN(S(=O)(=O)c2ccc(F)cc2)C1 (centres undefined)	-0.2	-6	11	14	-3	-2	3.3	-0.4	-4	-10
COc1ccc(/C=N/n2c(=O)[nH]c3c([nH]c4ccc(Cl)cc43)c2=O)cc1CN1CCCCC1	-0.6	i	-14	16	24	-13	0.9	1.8	1	-8
CCOC(=O)c1cccc(NC(=O)CNS(=O)(=O)c2cccs2)c1	-0.1	-11	-4	31	1	-1	2.9	0.0	-4	-4
Cc1ccc2c(c1)N(CC(=O)NC1CCCC1)C(=O)C(C)O2 (centres undefined)	i	-5	3	6	-4	-4	-0.7	0.3	-3	-9
COc1cc(OC)c(CNC2CCCCCC2)cc1Br	-0.2	-10	9	6	0	-6	1.6	/	5	1
CN(C(=O)CSc1nnc(-c2ccc(Cl)cc2)n1CC1CCCO1)C1CCS(=O)(=O)C1 (centres undefined)	-1.3	7	5	17	0	-7	3.5	0.0	7	-3
CC1(C)C(=O)Nc2ccccc2N1C(=O)CN1C(=O)NC(CCc2ccccc2)C1=O (centres undefined)	i	15	1	11	-7	4	-2.7	/	1	-1
CC1CCCN(CCC(=O)Nc2ccc(Br)cc2)C1 (centres undefined)	i	-24	8	22	4	-21	4.1	0.4	-2	4
Cc1cc(=O)oc(C)c1C(=O)NNC(=O)C1(C)CC1Br (centres undefined)	i	-12	-1	-7	1	2	-0.4	-0.8	4	16
CCN(CC(=O)NCc1cccs1)C(=O)c1ccc(-c2ccccc2F)o1	-0.7	-2	0	/	-1	-4	/	-1.5	/	7
COc1ccccc1C(=O)NC(=S)Nc1cc(C(=O)O)ccc1C	-0.6	-1	-13	6	3	8	0.4	/	3	9
CCN(CC(=O)Nc1c(F)cccc1F)C(=O)CN1C(=O)NC2(CCCC2)C1=O	-0.4	-16	2	/	-3	-3	2.2	-0.7	/	10
Cc1ccc(NC(=O)CN2CCc3ccccc3C2)cc1S(=O)(=O)N1CCOCC1	-1.3	-12	1	-10	-1	0	1.1	-1.7	1	-4
CC(=O)Nc1ccc(S(=O)(=O)Nc2nc3ccccc3nc2Sc2nncn2C)cc1	i	0	-7	36	4	3	-2.0	-22	-1	15
COc1ccccc1NC(=O)CN1CCN(Cc2ccccc2)CC1	i	-6	-4	13	-4	6	0.5	4.9	0	4
Cc1ccc(CN(C(=O)c2cc3ccccc3oc2=O)C2CCS(=O)(=O)C2)cc1 (centres undefined)	i	-13	-8	4	6	1	-1.7	2.0	2	13
COc1ccc(Cl)cc1NC(=S)NN1CCOCC1	i	0	-8	-3	1	4	-3.3	/	-2	2
COc1ccc(C(c2nnnn2C2CCCCC2)N2CCN(c3ccccc3F)CC2)cc1 (centres undefined)	i	6	-3	3	-2	9	4.3	-1.0	-4	-5
CCCCC(=O)NC(Nc1ccc(C)cn1)(C(=O)OCC)C(F)(F)F (centres undefined)	0.6	-1	-3	16	2	2	0.1	1.1	-2	-7
CCn1nc(C(=O)N[C@@H](CCSC)c2nc3ccccc3[nH]2)c2ccccc2c1=O	i	-33	-4	0	4	-12	-0.8	/	2	8
Cc1cccc(C(=O)NNC(=O)c2csc(N3CCOCC3)n2)c1C	i	-5	-2	/	1	6	2.3	/	/	2
CSc1ccc(CN(C)C(=O)CSCC(=O)Nc2cc(C)on2)cc1	-12	1	6	10	3	-9	-2.0	3.2	-2	-8
c1ccc(C2c3c(ccc4ccccc34)Oc3ncn4nc(-c5ccco5)nc4c32)cc1 (centres undefined)	i	-9	-8	-2	4	-1	-0.5	-1.0	5	-2
CCOCCOc1cc(NCc2ccccc2)c2ncn(C(C)C)c2c1	i	35	-3	/	1	/	/	-1.4	/	1
COc1cc2c(cc1OC)C(C)N(C(=O)CCNC(=O)c1ccccc1)CC2 (centres undefined)	i	-12	5	-6	2	-1	-1.2	-1.1	0	5
CC1=NNC(=O)C1CCC(=O)N/N=C\c1cccc(Cl)c1 (centres undefined)	-0.6	/	9	18	1	7	-0.2	/	2	-4
CCOc1ccc(NC(=O)CS(=O)CC(=O)NC2CCCc3ccccc32)cc1 (centres undefined)	0.3	1	2	-5	-1	-5	-0.3	1.3	-9	-8
O=C(Cn1nnc(-c2ccccc2F)n1)Nc1ccc(C(=O)N2CCOCC2)cc1	0.7	5	4	20	1	4	1.9	1.6	-2	-5
COc1ccc(N(C(=O)c2ccco2)C(C(=O)NC2CCCC2)c2ccc(OC)c(OC)c2)cc1 (centres undefined)	-3.1	0	1	21	-1	-2	2.8	-1.4	-6	4
CCOC(=O)c1ccc(NC(=O)COc2ccc(S(=O)(=O)NC(C)CC)cc2)cc1 (centres undefined)	-0.3	-7	7	-7	0	-4	-0.3	-1.8	-3	-1
O=C(O)C1C2C=CC(C2)C1C(=O)Nc1ccc(Cl)c(Cl)c1 (centres undefined)	-0.3	1	2	-4	-2	4	-0.2	-1.0	-2	9
Cc1ccc(-c2nn(-c3ccccc3)cc2/C=N/NC(=O)CSc2nnc(C)n2-c2ccccc2)cc1	i	/	-4	19	-1	-22	-2.9	-1.1	6	15
CCN(C(=O)COC(=O)c1ccc2ccccc2c1)c1c(N)n(Cc2ccccc2)c(=O)[nH]c1=O	3.8	10	-4	/	0	-16	0.8	-2.4	/	3
Cc1cc2c(cc1[N+](=O)[O-])NC(CNC(C)C)CC2 (centres undefined)	i	8	-2	11	17	2	-0.2	-0.7	1	2
COc1ccccc1/C=N/NC(=O)c1nnn(-c2nonc2N)c1-c1cccs1	-1.0	/	-16	5	4	-8	-2.7	-2.1	4	43*
COc1cccc(NC(=O)CN(C)C(=O)c2ccccn2)c1	1.0	-10	0	/	-2	1	0.2	-1.4	/	-1
Cc1cc(C)cc(N(CC(=O)NC2CCCC2)C(=O)CNC(=O)c2cccs2)c1	-0.2	6	-23	29	2	-11	-2.0	-6.9	-2	7
C[C@H](NC(=O)c1nc[nH]c1C(=O)N(C)Cc1ccccc1)C(=O)OC(C)(C)C	-0.6	2	7	/	0	-1	-2.1	-0.2	/	-5
N#Cc1ccccc1Cn1cc(C(=O)c2ccco2)c2ccccc21	i	2	-3	13	0	-26	0.8	-0.5	1	20
CCOC(=O)C1CCCN(C(=O)/C=C/c2ccc([N+](=O)[O-])cc2)C1 (centres undefined)	i	6	2	27	-3	1	-0.7	0.8	5	12
COc1ccccc1NC(=S)NNC(=O)c1nn(C)c(C)c1Cl	i	-6	-7	19	3	8	4.8	0.3	-1	8
O=C(/C=C/c1cccc([N+](=O)[O-])c1)Nc1ccc(NC(=O)c2cccs2)cc1	-0.8	-8	4	32	-9	0	/	-1.6	4	1
O=C(C1CCN(S(=O)(=O)c2c(Cl)cccc2Cl)CC1)N1CCCC1	i	-7	-14	/	1	5	0.0	-2.2	/	7
CN(c1ccccc1)S(=O)(=O)c1ccc(C(=O)OCC(=O)NCc2cccs2)cc1	-3.2	-17	6	9	2	4	-1.7	/	3	6
COc1ccccc1C(=O)NC(=O)COC(=O)C1(C)CC1(Cl)Cl (centres undefined)	-1.1	4	9	/	1	-11	-0.4	2.4	/	4
COc1ccc(OCC(=O)Nc2cccc3cccnc23)cc1	/	-28	1	28	1	-26	4.2	-0.2	-2	9
Cc1ccnn1C(C)C(=O)O (centres undefined)	i	-11	-15	18	-1	-9	1.0	/	3	-4
O=C(CCc1nnc2ccc(NCc3ccco3)nn12)Nc1ccccn1	0.9	8	11	14	1	2	-1.5	-0.3	4	-14
Cc1nn(CCC(=O)NNC(=S)Nc2ccccc2)c(C)c1Br	-0.4	-2	3	8	5	-1	-0.7	-1.8	0	8
CC(C)CNC(=O)[C@H](Cc1ccccc1)NC(=O)c1cccs1	-0.3	-13	12	17	-1	4	-1.0	/	3	-4
CCOC(=O)NCc1ccccc1	i	-18	8	29	5	-8	2.2	-1.9	2	12
CC(C)=NOc1nc(N(C)C)nc(N2CCOCC2)n1	-0.4	5	1	-11	1	6	-2.2	-1.8	-1	-2
O=c1[nH]c(CN2CCN(c3ccccc3O)CC2)nc2ccccc12	/	7	1	24	6	7	-0.7	-0.5	-2	-6
O=C(CSCc1ccco1)N1CCc2ccccc21	-0.3	-4	-3	16	-4	-1	1.9	-0.5	-2	-5
CCN1C(=NCCc2ccccn2)N[C@@H](c2cccc(F)c2)C(C(=O)OC)=C1C	i	-1	-1	17	2	-1	2.4	-1.0	-4	3
COc1ccc(OC)c(-c2csc(NC(=O)Cc3ccccc3)n2)c1	i	4	7	-9	0	-13	-1.2	-3.4	3	7
Cc1ccc(C)c(S(=O)(=O)NCCC(=O)N2CCCC(C(N)=O)C2)c1 (centres undefined)	i	0	6	/	1	0	-0.2	-1.3	/	-2

Of the compounds above, 6 contain two or more sulfur atoms:
SMILES	BH1578 lux ind	SSB-PriA inh	MazEF act	DUSP3 inh	FBA Mtb inh	Rv3671c inh	Mtb UGM inh	Mtb BioA inh	SARS 3CLpro inh	GDH-TPI counter
CSc1ccc(Cl)c(C(=O)Nc2nccs2)c1	-0.3	-14	-17	9	-1	0	3.5	/	8	-10
CCOC(=O)c1cccc(NC(=O)CNS(=O)(=O)c2cccs2)c1	-0.1	-11	-4	31	1	-1	2.9	0.0	-4	-4
CN(C(=O)CSc1nnc(-c2ccc(Cl)cc2)n1CC1CCCO1)C1CCS(=O)(=O)C1 (centres undefined)	-1.3	7	5	17	0	-7	3.5	0.0	7	-3
CC(=O)Nc1ccc(S(=O)(=O)Nc2nc3ccccc3nc2Sc2nncn2C)cc1	i	0	-7	36	4	3	-2.0	-22	-1	15
CSc1ccc(CN(C)C(=O)CSCC(=O)Nc2cc(C)on2)cc1	-12	1	6	10	3	-9	-2.0	3.2	-2	-8
CN(c1ccccc1)S(=O)(=O)c1ccc(C(=O)OCC(=O)NCc2cccs2)cc1	-3.2	-17	6	9	2	4	-1.7	/	3	6

Further results follow:
SMILES	BH1578 lux ind	SSB-PriA inh	MazEF act	DUSP3 inh	FBA Mtb inh	Rv3671c inh	Mtb UGM inh	Mtb BioA inh	SARS 3CLpro inh	GDH-TPI counter
Cc1ccc(Nc2nc(Nc3ccc(C)cc3)nc(SC3=NCCS3)n2)cc1	i	-6	-2	16	-2	-56	1.6	/	2	9
O=C(c1cc2ccccc2oc1=O)N(Cc1ccccc1)C1CCS(=O)(=O)C1 (centres undefined)	-0.1	-1	1	44	4	7	3.0	0.3	0	17
O=C(CNS(=O)(=O)c1ccccc1)NCC(=O)OCc1ccc(Br)cc1	i	10	-7	5	0	-1	-1.6	/	3	0
Cc1ccccc1Nc1nnc(C)c(=O)[nH]1	-7.6	-1	4	9	-6	-1	3.5	-1.5	-2	6
Cc1cc(C)nc(N(C#N)Cc2cccc3ccccc23)n1	i	-13	6	17	-1	5	-2.9	3.0	6	0
O=C(/C=C(\O)c1ccccc1)C(=O)NNC(=O)c1ccccc1[N+](=O)[O-]	-0.3	/	-3	-9	-5	1	0.0	2.4	0	-6
C=CCSc1nnc2c(n1)[nH]c1c(C)cccc12	i	2	4	9	3	-7	-2.6	5.5	-6	17
O=C(CCCn1c(SCC(=O)NCCc2ccccc2)nc2ccccc2c1=O)NCC1CCCO1 (centres undefined)	1.3	-2	3	18	3	10	-0.8	-0.2	-1	1
CC(=O)Nc1ccc(S(=O)(=O)NCCc2csc(C)n2)cc1	-0.9	-12&-10	1	-3	-1	6	0.4	-0.4	-3	-7

The list is partial; count on the stated rates, not on these rows.
